DAX1 inh-1 – DAX1 (NR0B1) inhibitors, primary screen, cell-based, HEK293, Gal4-DAX1, luciferase luminescence. Nuclear receptor subfamily 0 group B member 1 (Homo sapiens), P51843. HEK293 Gal4-DAX1 luciferase reporter. inhibition, % at 6.75 µM. actives 0.99% (n = 340,000). AID 504766, 2011;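 active means inhibition above the mean over all tested compounds plus 3 SD, cut at about 4.2% in these data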;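 further: 0% = DAX1-transfected cells with DMSO and 100% = empty-vector control cells with DMSO; inhibition shows as a rise in luminescence from relieved DAX1 repression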
Target sequence (P51843 207-470 limits assumed): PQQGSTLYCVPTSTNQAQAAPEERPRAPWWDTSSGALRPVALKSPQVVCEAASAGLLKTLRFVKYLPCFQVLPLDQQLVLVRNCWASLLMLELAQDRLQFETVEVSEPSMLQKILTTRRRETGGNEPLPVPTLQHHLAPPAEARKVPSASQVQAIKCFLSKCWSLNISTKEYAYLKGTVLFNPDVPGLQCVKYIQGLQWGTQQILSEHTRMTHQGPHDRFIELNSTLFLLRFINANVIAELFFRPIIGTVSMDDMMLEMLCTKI
DAX1 inh-2 – DAX1 (NR0B1) inhibitors on StAR promoter, primary screen, cell-based, luminescence, SF-1 (NR5A1), full-length DAX-1. HEK293T StAR-luciferase reporter, SF-1/DAX-1 repression relief. inhibition, % at 6.8 µM. actives 1.1% (n = 370,000). AID 652010, 2013;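 active means inhibition above the mean over all tested compounds plus 3 SD, cut at about 3.6% in these data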;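 further: 0% = DAX-1 cells with DMSO and 100% = cells lacking DAX-1 with DMSO; higher inhibition means more luminescence from relief of DAX-1 repression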
ADAM10 inh – human ADAM10 inhibitors, primary screen, biochemical, QFRET, HTS | Disintegrin and metalloproteinase domain-containing protein 10 (Homo sapiens), O14672 | recombinant ADAM10, EDANS/DABCYL FRET peptide cleavage, 3 h | inhibition, % at 7 µM | actives 0.62% (n = 370,000) | AID 720582, 2013;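 active means inhibition above a per-campaign cutoff equal to the mean of compounds falling between control-based bounds plus 3 SD, cut at about 20% in these data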;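 further: 0% = DMSO wells while the 100% control is not disclosed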
PLC-beta3 inh – human PLC-beta3 inhibitors, primary screen, biochemical, fluorescence. 1-phosphatidylinositol 4,5-bisphosphate phosphodiesterase beta-3 (Homo sapiens), Q01970. Purified PLC-beta3, fluorogenic substrate. inhibition, % at 12.2 µM. AID 720704, 2013. actives 0.18% (n = 370,000); in the data active means inhibition above about 11%;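 further: 0% = median of compound wells on plate and 100% = full blocker control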
FXN GAA850 act – FXN promoter activators, primary screen, cell-based, luciferase luminescence, HEK293 lucGAA850; HEK293 lucGAA850 FXN promoter luciferase reporter, 24 h; percent of 10 µM SAHA response; activation, % at 6 µM; actives 0.56% (n = 360,000); AID 540364, 2011;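 active means activation above the average of all compounds screened plus 3 SD, cutoff fixed separately per campaign, cut at about 7.5% in these data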;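 further: 0% = DMSO wells and 100% = 10 µM SAHA wells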
ADAM17 inh – ADAM17 inhibitors, primary screen, biochemical, QFRET; Disintegrin and metalloproteinase domain-containing protein 17 (Homo sapiens), P78536; recombinant ADAM17, EDANS/DABCYL FRET peptide cleavage; inhibition, % at 6.95 µM; actives 0.83% (n = 370,000); AID 720648, 2013;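 active means inhibition above the mean of compounds lying between control limits plus 3 SD, set per campaign, cut at about 8.5% in these data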;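 further: 0% = DMSO-only wells as the low control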
Target sequence (P78536 215-824 limits assumed): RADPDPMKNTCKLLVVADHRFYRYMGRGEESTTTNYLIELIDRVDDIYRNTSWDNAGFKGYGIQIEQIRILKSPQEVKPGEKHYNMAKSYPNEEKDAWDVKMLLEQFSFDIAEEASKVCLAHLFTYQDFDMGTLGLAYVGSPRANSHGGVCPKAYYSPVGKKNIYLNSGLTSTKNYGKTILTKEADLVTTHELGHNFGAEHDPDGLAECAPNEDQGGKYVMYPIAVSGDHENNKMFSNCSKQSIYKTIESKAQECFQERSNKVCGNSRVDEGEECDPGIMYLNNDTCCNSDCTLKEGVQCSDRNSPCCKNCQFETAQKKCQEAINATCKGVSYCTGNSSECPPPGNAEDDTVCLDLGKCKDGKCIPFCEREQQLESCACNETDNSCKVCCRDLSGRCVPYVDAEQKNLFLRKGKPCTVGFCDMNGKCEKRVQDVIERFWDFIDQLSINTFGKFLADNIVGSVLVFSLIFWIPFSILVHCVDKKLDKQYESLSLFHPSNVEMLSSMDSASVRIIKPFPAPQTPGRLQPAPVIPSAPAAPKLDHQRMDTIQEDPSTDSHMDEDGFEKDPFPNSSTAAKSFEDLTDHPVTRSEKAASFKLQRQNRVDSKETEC
hcDAF-12 act – H. contortus DAF-12 nuclear receptor activators, primary screen, cell-based, luminescence, HEK293, lit1-tk-luc reporter; AID 652067, 2013; HEK293 hcDAF-12 lit1-tk-luc reporter; 0% DMSO, 100% Δ7-dafachronic acid; activation, % at 6.8 µM; actives 1.4% (n = 370,000);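 active means activation above the mean of all tested compounds plus 3 SD, cut at about 5.5% in these data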;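 further: 100% = response to 3 µM Δ7-dafachronic acid high control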
sPLA2-III inh – human group III sPLA2 inhibitors, primary screen, biochemical, QFRET, BODIPY PC-A2 liposome substrate. actives 0.56% (n = 370,000). QFRET BODIPY PC-A2 liposome hydrolysis, fluorescence. AID 743126, 2013. inhibition, % at 12.2 µM. Group 3 secretory phospholipase A2 (Homo sapiens), Q9NZ20;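 active means inhibition above mean plus 3 SD of compounds lying within the high and low control bounds, cut at about 19% in these data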;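 further: 0% = median of test compound wells and 100% = no enzyme DMSO wells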
ssDAF-12 act – S. stercoralis DAF-12 nuclear receptor activators, primary screen, cell-based, luminescence, HEK293, GRIP1 co-expression, lit1-tk-luc | Nuclear hormone receptor DAF-12 (Strongyloides stercoralis) | HEK293 ssDAF-12/GRIP1 lit1-tk-luc reporter; % of 3 µM dafachronic acid response | activation, % at 6.8 µM | actives 1% (n = 370,000) | AID 652126, 2013;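 active means activation above the mean over all tested compounds plus 3 SD, cut at about 0.9% in these data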;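 further: 0% = DMSO-only wells and 100% = 3 µM delta7-dafachronic acid wells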
hgDAF12 agonist – H. glycines DAF-12 receptor agonists, primary screen, cell-based, luminescence, HEK293, GAL4 fusion, UAS-luciferase; activation, % at 6.8 µM; HEK293 GAL4-hgDAF12 UAS-luciferase reporter, agonist luminescence; normalized to butyrate control; actives 1.8% (n = 370,000); Nuclear hormone receptor DAF-12 (Heterodera glycines), GAL4 fusion;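 active means activation above a cutoff set at the mean of all screened compounds plus 3 SD, cut at about 10% in these data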;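 further: 0% = DMSO wells and 100% = sodium butyrate wells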
PLC-gamma1 inh – PLC-gamma1 enzyme inhibitors, primary screen, biochemical, fluorescence, purified enzyme; 1-phosphatidylinositol 4,5-bisphosphate phosphodiesterase gamma-1 (Homo sapiens), P19174; fluorogenic substrate; inhibition, % at 12.2 µM; actives 0.84% (n = 370,000); AID 720700, 2013; in the data active means inhibition above about 9.5%
An asterisk follows results filed as active; i = inactive; · = no result given.

SMILES	DAX1 inh-1	DAX1 inh-2	ADAM10 inh	PLC-beta3 inh	FXN GAA850 act	ADAM17 inh	hcDAF-12 act	sPLA2-III inh	ssDAF-12 act	hgDAF12 agonist	PLC-gamma1 inh
Oc1ccc(-c2nccc(-c3ccc(Cl)cc3Cl)n2)cc1	-0.3	-0.3	17	0	1.7	4	-0.9	-35	-1.3	0.7	0
Cc1ccc(NC(=O)Nn2cnnc2)cc1	0.2	0.2	2	-7	2.2	-6	-2.2	-2	-0.7	1.4	2
COc1ccc(C2N=C(N)N=C(N)N2c2ccccc2)cc1OC (stereo not given)	-0.9	0.3	3	2	0.4	-1	0.7	-3	-1.4	0.7	1
O=C1c2ccccc2C(=O)N1CCCON1C(=O)c2ccccc2C1=O	0.1	-0.6	5	3	1.5	0	-0.9	-2	-1.0	-2.4	3
N#CC1=C(N)OC2=C(C(=O)CCC2)C1c1ccc(OC(=O)N2CCOCC2)cc1 (stereo not given)	-0.8	-1.0	-6	-2	0.6	-3	0.4	0	-1.1	1.9	-3
CCc1ccc(OCC(=O)Nc2cc(S(=O)(=O)CC)ccc2O)cc1	-0.7	0.4	3	1	0.9	-4	-1.3	-8	-1.3	-0.2	1
O=C(NCc1ccco1)C1CCCN1C(=O)Nc1ccc(Br)cc1 (stereo not given)	-1.5	-0.1	-1	-3	0.0	-2	1.0	12	-1.3	0.8	-2
CCOc1ccc(C(=O)Nn2cnnc2)cc1	-1.9	0.8	10	1	-0.1	2	-0.8	-2	-1.5	0.9	1
CC(C)(C)c1ccc(/C=N/Nc2nncn2N)cc1	-1.6	-2.3	3	3	1.9	-2	-2.5	6	-1.5	-7.0	8
O=C(NC(N1CCCCCC1)C(Cl)(Cl)Cl)c1ccccc1Cl (stereo not given)	-0.5	1.6	-3	-1	2.2	-7	1.8	18	-1.3	1.4	-2
O=C(CC1SC(N2CCCCC2)=NC1=O)Nc1cccc(C(=O)N2CCCC(C(F)(F)F)C2)c1 (stereo not given)	0.0	-2.4	-11	-8	-0.6	0	-0.3	-11	-1.5	-0.6	-1
Cc1cccc(C(=O)NNS(=O)(=O)c2ccc(F)cc2)c1O	0.7	-0.7	3	-14	1.7	0	-1.6	-2	-1.1	-1.9	-9
COc1cc2c(cc1NC(=S)Nc1cccc(C(F)(F)F)c1)oc1ccccc12	3.2	0.2	-281	-32	0.5	-80	-0.5	16	-1.0	2.0	-31
COCCN(Cc1cc2ccc(C)cc2[nH]c1=O)S(=O)(=O)c1ccccc1	-0.1	-0.2	-22	-16	0.4	-13	-0.9	-6	-1.1	-0.1	-7
COc1ccccc1-c1cc(C(F)(F)F)nc(N2CCN(c3ccc(F)cc3)CC2)n1	-1.0	-0.3	0	3	-1.4	-2	0.5	-1	-1.0	-2.3	0
Cc1cccc(C)c1NC(=O)CNC(=O)C1COc2ccccc2O1 (stereo not given)	-0.5	0.6	-9	-7	-1.6	-5	2.4	4	-1.0	3.0	1
CCC1(C)Cc2ccccc2-c2nc3n(c(=O)c21)CCS3 (stereo not given)	-0.5	0.1	-9	-8	2.3	-9	-0.9	14	-1.7	1.6	-9
CCc1noc(C)c1C(=O)Nc1nc2ccc(F)cc2s1	0.8	3.9*	-1	-20	5.8	-8	3.3	-1	0.5	10	-4
CC(C)Oc1cccc(C(=O)NC(=S)Nc2cccnc2)c1	0.7	0.9	-8	3	4.6	-2	2.0	11	-0.5	7.0	0
CCN(CC)C(=O)c1cccc(NC(=O)c2cc(-c3ccccn3)nc3ccccc23)c1	-1.2	-2.6	6	-7	0.1	8	-2.0	-3	-1.3	-5.3	-1
CN(Cc1cnn(-c2ccc(F)cc2)c1)Cc1nc(Cc2ccccc2)no1	-0.9	0.9	-2	-10	1.5	-6	-1.4	-9	-1.6	-0.7	-3
COc1ccc(N2C(=O)[C@@H]3Cc4ccccc4CN3C2=O)cc1	-1.2	-0.2	5	4	1.0	0	-1.6	3	-0.8	-1.6	3
C[C@@H]1CC[C@H](O)/C=C/C(=O)O[C@H](C)CC[C@H](O)/C=C/C(=O)O1	2.6	0.4	-3	-6	2.6	0	1.4	6	-1.0	0.1	-7
Cc1nc(SCC(=O)Nc2nccs2)c(C#N)c(C)c1C	-1.1	0.0	-110	-152	-5.1	-28	3.6	4	-0.7	-3.1	-113
CC(C)C1N=C(c2ccc3c(c2)OCO3)CC(c2ccccc2O)N1 (stereo not given)	-0.5	0.0	-14	-94	5.9	-6	3.5	-14	0.1	1.0	-93
Following part:
SMILES	DAX1 inh-1	DAX1 inh-2	ADAM10 inh	PLC-beta3 inh	FXN GAA850 act	ADAM17 inh	hcDAF-12 act	sPLA2-III inh	ssDAF-12 act	hgDAF12 agonist	PLC-gamma1 inh
CC(C)(C)OC(=O)NCc1ccc(CNC(=O)c2[nH]cnc2C(=O)N[C@@H](Cc2ccccc2)C(=O)OC(C)(C)C)cc1	1.2	-0.6	42*	8	-1.1	14*	-1.8	-6	-1.4	-0.8	9.5*
Cc1c(C(=O)Nc2cccc(Oc3ccccc3)c2)sc(=O)n1Cc1ccc(F)cc1	·	-1.2	9	-10	1.2	7	-1.6	-3	-1.8	-3.0	-5
CCN(CC)C(=O)C1=C(C)N(CCCN2CCCC2=O)C(=O)C(CC(=O)NCCN2CCOCC2)C1 (stereo not given)	1.3	-0.4	-17	1	1.5	1	0.2	3	-0.5	0.4	3
Nc1nc2nccc(-c3ccco3)n2n1	0.6	-0.4	i	-465	1.2	i	-1.5	1	-1.1	-1.1	-438
CC(=O)OC1(C(C)=O)CCC2C3CC(C(F)(F)F)C4=CC(=O)CCC4(C)C3CCC21C (stereo not given)	-1.8	-0.9	-2	1	6.9	2	-1.8	-2	-0.6	-3.0	-1
COc1ccc(CCNC(=O)NC23CC4CC(CC(C4)C2)C3)cc1OC	-0.8	-0.5	7	0	2.0	1	-1.9	-4	-1.4	-3.6	2
CC(=O)c1cccc(N(C(=O)c2ccccn2)C(C(=O)NC2CCCCC2)c2cccs2)c1 (stereo not given)	-0.4	-0.9	1	3	-2.5	-2	-1.0	1	-1.7	-0.9	-1
CCNC(=S)N/N=C(\C)c1ccc2c(c1)OCCO2	0.2	-0.4	1	3	2.2	-1	-0.7	15	-0.5	4.8	3
CN1C[C@@H]2C(c3ccc(C(F)(F)F)cc3)C3(c4ccccc4)CC2(C3)[C@H]1c1ccccc1 (stereo not given in full)	1.0	0.1	11	3	-1.0	3	-1.1	3	-1.0	-0.1	5
Cc1ccccc1-n1c(=S)[nH]c2nc3c(cc2c1=O)CCCC3	-0.3	0.0	-7	1	1.1	-4	-1.9	10	-1.8	-1.9	0
Cc1ccc(S(=O)(=O)N2CCCC(C(=O)NCCC3=CCCCC3)C2)cc1 (stereo not given)	-0.6	0.1	-6	0	1.8	-6	-2.2	-1	-0.9	4.9	0
COc1cccc(N(CC(=O)NCCSCc2ccc(Cl)cc2)S(C)(=O)=O)c1	0.8	0.3	9	-6	1.2	4	4.4	-4	-0.7	-1.6	4
CC(=O)Nc1ccc(OCCOc2ccc(NC(C)=O)cc2)cc1	1.3	-0.2	-2	-4	1.4	-5	-1.7	4	-0.8	0.1	2
CCc1ccc(OCC(=O)NC2CC(C)(C)NC(C)(C)C2)cc1	0.3	1.3	0	-6	0.1	-5	0.1	6	-0.5	-1.9	-3
CN(Cc1cccs1)C(=O)CSc1nc(N)cc(N)n1	-0.7	-0.2	5	-6	0.0	1	-1.6	0	-0.6	-3.7	0
COc1ccccc1NC(=O)CCCC(=O)OC(C)C(=O)c1ccccc1 (stereo not given)	-0.8	0.1	6	-1	-0.9	0	1.2	-4	-1.1	1.1	0
CCOC(=O)N/N=C/c1ccccc1F	1.3	1.6	9	3	4.2	-2	1.4	6	-1.0	6.1	1
CCN1CCN(CCCN(Cc2ccco2)C(=S)Nc2ccc(C)c(Cl)c2)CC1	0.1	0.3	6	-4	0.3	-2	-0.4	-4	-0.7	0.9	3
Clc1ccc(-n2nnc(-c3cccnc3Cl)n2)cc1Cl	1.3	0.6	-3	2	3.3	-2	1.9	10	-0.4	5.0	2
CCOC(=O)C(=NCCCN(C)C)NNc1ccc(Br)cc1	-1.4	0.2	-9	-3	1.4	-4	0.8	-1	-1.3	-2.6	-5
O=C(C[n+]1ccc(-c2nnc3n2CCCCC3)cc1)c1ccc(Cl)cc1	1.8	0.3	-19	-41	-0.5	-13	-1.9	0	-1.0	-1.7	-27
COc1ccc(C(=O)c2ccsc2N)cc1	-0.2	0.8	-4	-70	1.0	-4	1.4	1	0.1	3.8	-43
CCN(CC)S(=O)(=O)c1ccc(N2CC(C(=O)N3Cc4ccccc4CC3C(N)=O)CC2=O)cc1 (stereo not given)	-1.8	0.7	2	-7	-1.4	-4	0.4	-4	-1.4	0.2	-1
COc1cc(CN2C[C@@H](CO)O[C@@H](n3cnc4c(N(C)C(C)C)ncnc43)C2)cc(OC)c1OC	·	0.6	-8	2	1.3	-5	0.9	2	-1.2	1.3	-2
COC(=O)c1cc(NC(=O)c2ccc(-c3ccccc3)cc2)ccc1Cl	-2.2	-0.5	-3	-3	-1.1	-2	-0.7	10	-1.1	1.0	1
O=C(NCCc1ccccc1)c1noc2c1CCc1ccccc1-2	0.8	0.1	-14	-6	-1.1	-5	-0.9	-8	-1.1	3.2	2
CCOc1ccc2oc(C(=O)NNC(=O)c3ccccc3O)c(C)c2c1	1.6	1.1	-96	-30	2.7	-31	2.8	9	-0.3	4.5	-17
O=C(N/C=C/c1ccccc1)c1ccccc1	1.8	3.0	0	-6	0.9	0	4.4	-7	0.7	15*	-8
Cc1ccccc1C1C(=O)c2ccccc2C1=O	0.5	-0.2	6	-5	1.2	-2	-1.5	3	-0.9	1.5	2
O=C1OCCC1=COCCCCCCOC=C1CCOC1=O	-0.8	-2.0	-1	2	-1.2	-3	-0.3	0	-1.0	0.0	0

High-throughput results deposited in PubChem BioAssay by The Scripps Research Institute Molecular Screening Center.
